# All columns: NCI-60 one-dose screen, growth in % after 48 h at 10 µM unless noted; 100 = growth as untreated, 0 = no growth, -100 = all killed.
# HOP-92 = HOP-92 NSCLC cells; 71,000 tested, 6.3% active
# EKVX = EKVX NSCLC | 71,000 tested, 3% active
# CCRF-CEM = CCRF-CEM leukemia | 77,000 tested, 7% active | AID 1794778
# A549/ATCC = A549/ATCC NSCLC | 81,000 tested, 3.7% active | AID 1794740
# UACC-62 = UACC-62 melanoma | 81,000 tested, 5.4% active | AID 1794756
# HOP-62 = HOP-62 NSCLC | 80,000 tested, 3.9% active
# M14 = M14 melanoma | 80,000 tested, 6.2% active | AID 1794745
# RPMI-8226 = RPMI-8226 leukemia cells | 77,000 tested, 7.5% active | AID 1794781
# Starred values were filed as active, the others as inactive; x = no result given; & = joins results of further samples; [ ] = dose if it differs, or a comment. The calls were made as follows: active = growth percent below 10; inactive = the rest. Compounds as they come (roughly 12% active in at least one column).
compound,M14,EKVX,HOP-62,A549/ATCC,HOP-92,UACC-62,RPMI-8226,CCRF-CEM
O=C1CC(c2nc3ccccc3[nH]2)CN1c1ccccc1 (configuration not stated),105,x,96,97,84,96,98,90
COc1cc(-c2nn(-c3ccc(Cl)cc3)cc2CO)ccc1O,101,97,90,96,126,99,97,71
O=C(Nc1ncc(Cc2cccc3ccccc23)s1)c1cc(Br)cs1,49,67,87,69,75,23,65,50
CC1(C)OC(=O)C(=NNc2cccc3c2C(=O)c2ccccc2C3=O)C(=O)O1,87,71,72,91,82,91,109,91
CC(=O)CC(=O)N1CCN(C(=O)CC(C)=O)CC1,103,x,98,x,113,107,95,x
C#CCn1cnc2cnc(Nc3cccc(NC(=O)C=C)c3)nc21,62[6.25 µM],89[6.25 µM],79[6.25 µM],85[6.25 µM],33[6.25 µM],62[6.25 µM],-14*[6.25 µM],1.8*[6.25 µM]
S=C(Nc1ccc(Cl)cc1)Nc1ccc(Cl)cc1 (tested in a mixture with another compound),19,-5.0*,6.8*,1.7*,x,14,9.9*,x
O=C(Nc1cccc(F)c1)Nc1cccc(Cn2c(=O)[nH]c3ccc(Oc4ncccn4)cc3c2=O)c1,89,88,89,76,75,60,49,69
O=C(C(=O)N1CCCCC1)c1cn(CCCn2cc(C(=O)C(=O)N3CCCCC3)c3ccccc32)c2ccccc12,96,104,108,100,76,88,x,91
CC(=O)c1cc(C(C)C)cc(CCC(C)C)c1C,91,96,74,86,100,103,110,95
CC(=O)OC1CC2CCC3C(CCC4(C)C3CC([N+]3(C)CCCCC3)C4OC(C)=O)C2(C)CC1[N+]1(C)CCCCC1 (configuration not stated),110,118,114,98,114,102,104,105
CCC(=O)O[C@]1(C(=O)CCl)[C@@H](C)CC2C3CCC4=CC(=O)C=C[C@]4(C)[C@@]3(F)[C@@H](O)C[C@@]21C (some centres not stated),106,84,108,59,x,94,47,55
Oc1ccc(N=Nc2ccccc2)cc1,97,x,110,96,92,103,97,51
CN1C(=O)CCC1=O,100,109,92,94,87,98,103,101
CN(C)C1CCN(C(=O)c2ccc(NC(=O)Nc3ccc(-c4nc(N5CCOCC5)nc(N5CCOCC5)n4)cc3)cc2)CC1,7.5*[2.5 µM],40[2.5 µM],-21*[2.5 µM],-25*[2.5 µM],-32*[2.5 µM],-59*[2.5 µM],-2.4*[2.5 µM],9.7*[2.5 µM]

# In a second layout: 2 of the compounds above.
SMILES: O=C(Nc1cccc(F)c1)Nc1cccc(Cn2c(=O)[nH]c3ccc(Oc4ncccn4)cc3c2=O)c1
  M14: 89
  EKVX: 88
  HOP-62: 89
  A549/ATCC: 76
  HOP-92: 75
  UACC-62: 60
  RPMI-8226: 49
  CCRF-CEM: 69

SMILES: O=C(C(=O)N1CCCCC1)c1cn(CCCn2cc(C(=O)C(=O)N3CCCCC3)c3ccccc32)c2ccccc12
  M14: 96
  EKVX: 104
  HOP-62: 108
  A549/ATCC: 100
  HOP-92: 76
  UACC-62: 88
  RPMI-8226: x
  CCRF-CEM: 91

# Later entries.
compound,M14,EKVX,HOP-62,A549/ATCC,HOP-92,UACC-62,RPMI-8226,CCRF-CEM
CC1(C)CC(=O)C2=C(C1)OC(C(=O)c1ccccc1)C2c1cccc(Oc2ccccc2)c1 (configuration not stated),37,36,67,30,13,36,35,34
CC(C)c1cc(C(C)C)c(S(=O)(=O)Oc2ccc(NC(=O)C3CCCCCC3)cc2)c(C(C)C)c1,92,77,93,77,81,72,51,56
CCOC(=O)/C(=C\c1ccccc1)C(=O)O,100,101,x,111,113,96,103,98
O=S(=O)(CCc1ccccc1)CS(=O)(=O)CCc1ccccc1,114,107,107,103,96,113,116,108
O=C(Nc1cccnc1Nc1ccc(Cl)cc1)c1cn(Cc2ccc(F)cc2)nn1,101,93,112,103,102,100,85,99
CN1CC(c2ccc(Br)cc2)C(C(=O)c2ccc(Br)cc2)C12C(=O)Nc1ccccc12 (configuration not stated),76,70,69,59,70,64,62,80
CSc1nsc(SC)c1-c1ccc(Cl)cc1,104,x,104,94,62,95,89,100
[O-][n+]1onc(-c2ccccc2)c1CNc1ccc(Nc2nc(C(F)(F)F)nc3c2cnn3-c2ccc(Br)cc2)cc1,68,65,78,64,68,65,74,48
CC(/C(=N\N=C(N)N)c1ccccc1)N(C)C (configuration not stated),102,95,102,97,83,96,95,96
COc1ccc(/C=C2\C=C(c3ccc(Cl)c(Cl)c3)N(C(=O)c3ccccc3)NC2=O)cc1,89,75,92,97,77,74,x,103
CC(=O)Nc1cccc(CC(=S)N2CCOCC2)c1,111,120,115,96,x,110,94,28
NC(CC(N)C(=O)O)C(=O)O (configuration not stated),104,x,117,99,115,98,99,x
C=CCOC(=O)c1ccc(C)cc1,98,99,97,93,97,97,99,99
COc1cccc(C(=O)Cn2c(C(C)=O)nc3ccccc32)c1,87,53,127,96,48,100,37,33
COc1cc(-c2nc(-c3ccccc3)c(-c3ccccc3)n2-c2ccc(S(=O)(=O)Nc3ncccn3)cc2)ccc1O,91,78,89,95,87,79,63,64

compound,M14,EKVX,HOP-62,A549/ATCC,HOP-92,UACC-62,RPMI-8226,CCRF-CEM
COc1ccc(OC)c(/C=C2\Cc3c(Br)cccc3C2=O)c1,103,82,93,104,113,81,99,94
N#Cc1c2c(nn(-c3ccccc3)c1=O)C(O)=C([N+](=O)[O-])C(c1ccccc1[N+](=O)[O-])C2 (configuration not stated),97,94,93,101,92,90,97,105
CCN(CC)CCCOCCCNc1cc(OC)cc2cccnc12,106,96,92,93,x,82,80,91
O=S1(=O)CCN(C2CCCCCC2)CC1,102,x,113,101,95,104,100,97
C=CC1=C(C)C2=NC1=CC1=NC(=CC3=C(C)C4=C(O)CC(=C5NC(=C2)C(C)C5CCC(=O)O)C4=N3)C(CC)=C1C (configuration not stated),80,x,107,102,52,98,84,85
O=c1ccc(=O)n(-c2nc(-c3ccc([N+](=O)[O-])cc3)cs2)[nH]1,101,101,107,89,103,91,95,99
O=C(O)c1ccccc1C(=O)c1cc(Cl)cc(Cl)c1O,98,106,102,107,112,114,106,118
C=C(COC(C)=O)[C@H]1CC/C(C)=C/CC/C(C)=C/CC[C@@]2(C)O[C@H]2C1,106,106,107,105,x,100,180,328
Cc1cc(=O)n2n1-c1ccc3ccccc3c1NC2c1ccccn1 (configuration not stated),99,x,91,106,x,94,95,94
COC(=O)Nc1csc2c1NC(=O)CCCC2,107,108,97,104,75,102,98,94
COc1cccc(Cn2cc3c(c2-c2cc(OC)c(OC)c(OC)c2)CCCc2cnoc2-3)c1,95,85,93,90,65,71,79,84
O=C(NNC(=O)c1ccc(NC(=O)c2ccccn2)cc1)Nc1ccc([N+](=O)[O-])cc1,100,102,96,100,97,94,106,103
CCCCCCC1C/C(=C/N(C)C)C(=O)O1 (configuration not stated),106,x,105,88,97,99,87,86
COc1cc2cc(Oc3ccc(NC(=O)Nc4cc(C(F)(F)F)cc(C(F)(F)F)c4)cc3)c(C)nc2cc1OCCN1CCOCC1,18,21,29,12,-14*,46,x,9.7*
COc1ccc(-c2ccc3c4c(cccc24)C(=O)N(c2nc4ccccc4s2)C3=O)cc1,95,105,86,104,75,87,93,95

# Gathered by group, the entries above with a CF3 group
compound,M14,EKVX,HOP-62,A549/ATCC,HOP-92,UACC-62,RPMI-8226,CCRF-CEM
[O-][n+]1onc(-c2ccccc2)c1CNc1ccc(Nc2nc(C(F)(F)F)nc3c2cnn3-c2ccc(Br)cc2)cc1,68,65,78,64,68,65,74,48
COc1cc2cc(Oc3ccc(NC(=O)Nc4cc(C(F)(F)F)cc(C(F)(F)F)c4)cc3)c(C)nc2cc1OCCN1CCOCC1,18,21,29,12,-14*,46,x,9.7*

# Continuation:
compound,M14,EKVX,HOP-62,A549/ATCC,HOP-92,UACC-62,RPMI-8226,CCRF-CEM
COc1cccc(-c2nc3ccccc3n3cccc23)c1OC,95,96,118,97,x,96,89,88
CCOC(=O)CCCOc1ccc(/C=C2\CC/C(=C\c3ccc(OCCCC(=O)OCC)cc3)C2=O)cc1,104,x,106,103,93,102,85,103
COc1ccc([N+](=O)[O-])cc1OC,113&99,102&99,109&98,93&93,93&93,107&104,106&106,102&90
CCC(C)C1OC1(C)C1(O)C(C)=CC2CC(CO)=CCC2C1/C=C/C=C/C=C/C(=O)O (configuration not stated),103,94,x,106,105,101,x,96
O=S(=O)(OCCCl)c1ccc(Cl)c(S(=O)(=O)OCCCl)c1,96,100,93,103,78,102,101,100
Cc1cc(Cl)ccc1OC(C)C(=O)Nc1nnc(C2CC2)s1 (configuration not stated),113,99,95,86,81,86,90,96
COc1ccc(SC)cc1,115,x,99,111,x,102,104,94
O=C(NCc1ccco1)Nc1cccc2ccccc12,110,110,102,101,100,88,114,118
CCCC(O)Cn1ncc(C(=O)OCC)c1NC(=O)NCc1ccc(F)cc1 (configuration not stated),87,89,96,84,71,93,66,73
CC1=NN(c2ccc(S(=O)(=O)O)cc2)C(=O)C1N=Nc1ccc(-c2ccc(N=Nc3ccc(O)c(C(=O)O)c3)c(C)c2)cc1C (configuration not stated),100,92,100,103,105,101,103,102
CCCCCCCCCCCCCCCCCC(=O)N(CCO)C(=O)C[n+]1ccccc1,96,107,89,91,81,88,85,91
CCCCCCCCC(=O)Nc1ccc(O)cc1,107,x,99,x,x,92,82,x
CC(C)N1C(=O)/C(=c2\sc3n(c2=O)NC2C(N=3)N(C)C(=O)N2C)c2ccccc21 (configuration not stated),99,92,105,109,111,84,107,110
O=c1c2cc(Cl)ccc2oc2ccc(OCCCCCN3CCCCC3)cc12,-67*,70,89,32,x,-53*,38,40
C[C@@H]1CN(C(=S)Nc2ccccc2)[C@@H](C)CN1c1ccccn1,103,102,95,99,83,94,82,95

# Looked up above:
# In A549/ATCC, COc1ccc([N+](=O)[O-])cc1OC is listed with 93&93
# In UACC-62, CCCCCCCCC(=O)Nc1ccc(O)cc1 is listed with 92
# In A549/ATCC, CCCCCCCCCCCCCCCCCC(=O)N(CCO)C(=O)C[n+]1ccccc1 is listed with 91
# In A549/ATCC, CCC(C)C1OC1(C)C1(O)C(C)=CC2CC(CO)=CCC2C1/C=C/C=C/C=C/C(=O)O (configuration not stated) is listed with 106

# (further entries)
compound,M14,EKVX,HOP-62,A549/ATCC,HOP-92,UACC-62,RPMI-8226,CCRF-CEM
CC1(C)CC(=O)c2c(ccc(C(=O)C[C@H](N)CO)c2N)O1,x,80,22,35,54,11,13,18
Cc1cc(OC(=O)c2ccc([N+](=O)[O-])cc2)nc2[nH]c(=O)sc12,102,92,111,103,105,102,100,106
COc1ccccc1-c1ccc(-n2ccnc2)nn1,x,x,99,103,99,101,104,95
Clc1ccc(-n2ncc3c(NCCCN4CCOCC4)ncnc32)cc1,97,93,88,x,71,110,94,94
COc1cc(-c2nc(-c3nnc(-c4ccccc4Cl)o3)c3ccccn23)cc(OC)c1OC,112,92,87,72,x,70,50,51
CCn1cc(C(=O)O)c(=O)c2cc(F)c(N3CCN(CC(=O)Nc4ccc(/C(C)=N/O)cc4)CC3)cc21,106,100,92,95,91,101,106,118
O=C(O)c1cc(=O)cc(C(=O)O)[nH]1,103,105,107,115,69,113,x,93
Nc1cc2c(cc1Br)-c1c(C(=O)O)cccc1C2O (configuration not stated),99,88,96,92,125,91,x,124
O=C1/C(=C\c2ccc([N+](=O)[O-])cc2)CS(=O)(=O)C/C1=C/c1ccc([N+](=O)[O-])cc1,-92*,-63*,-95*,-50*,-79*,-91*,-19*,-32*
CC(=O)OCC(=O)C1CCC2C3CCC4=CC(=O)CCC4(C)C3CCC12C (configuration not stated),107,44,99,101,72,94,70,92
Cc1sc2ncn3nc(CC#N)nc3c2c1C,99,25,84,95,88,90,96,90
O=C(/C=C/C12c3ccccc3C(c3ccccc31)C1C(=O)NC(=O)C12)c1ccc(F)cc1 (configuration not stated),10,19,-45*,11,-31*,-56*,-24*,-0.9*
COc1cc(F)c(/C=C/c2cc(/C=C/c3cc(OC)c(OC)cc3F)n(-c3cc(F)cc(F)c3)n2)cc1OC,-19*,58,86,44,81,27,18,52
Cc1ccc(C2CC(c3ccc(S(=O)(=O)NCCNc4nc(N(C)C)nc(N5CCOCC5)n4)cc3)=Nc3c(N)nc(N)nc3N2)cc1 (configuration not stated),45,38,64,62,-9.1*,71,23,17
Nc1ccc(O)c(O)c1,104,107,134,100,145,102,117,x

compound,M14,EKVX,HOP-62,A549/ATCC,HOP-92,UACC-62,RPMI-8226,CCRF-CEM
CN1CCN(CCOC(=O)Nc2ccccc2)CC1,94,98,98,100,92,103,102,101
Cn1c2ccccc2c2c3[nH][nH]c(=O)c3c3c4ccccc4[nH]c3c21,17,49,x,57,x,-5.5*,x,x
O=C1NCCNC1c1ccccc1 (configuration not stated),110,105,105,115,106,97,108,94
CC(/C=C1\SC(=S)N(CC(=O)NC(CC(C)C)C(=O)O)C1=O)=C\c1ccccc1 (configuration not stated),107,100,94,99,53,91,114,115
Cc1nc2cc(NC(=O)/C=C/c3ccc(Cl)cc3)ccc2c(=O)[nH]1,93,98,103,112,98,92,96,79
CN(C(=O)Nc1cccc([N+](=O)[O-])c1)c1ccccc1,107,91,x,100,x,104,x,94
CN1CCN(c2nc3cc(NC(=O)c4ccc(Cl)s4)ccc3s2)CC1,106,90,89,102,92,107,81,95
COc1ccc(-c2ccc(SCC(=O)Nc3ccccc3)nn2)cc1,102,100,97,98,105,88,101,97
CCCCCCNC(=O)Nc1ccc2cc3ccc(NC(=O)NCCCCCC)cc3nc2c1,29,49,18,24,69,-79*,0.7*,0.6*
COC(=O)CN1C(=O)c2cc(-c3ccccc3)nc(C)c2C1=O,98,96,110,95,88,101,108,114
Cc1nc2ccccc2c(/C=C/c2ccccc2)c1C(=O)/C=C/c1cccs1,87,69,88,81,34,66,62,55
O=c1[nH]cnc(O)c1-c1cc2ccccc2[nH]1,103,89,88,113,103,92,101,101
NC(N)=Nc1ccc(Oc2cccc(Oc3ccc(Cl)c(C(F)(F)F)c3)c2)cn1,-84*,-7.2*,-56*,-67*,x,-78*,-50*,-30*
COc1ccc2c(=O)c(C)c(C(=O)N[C@@H](Cc3ccccc3)C(O)C(N)=O)oc2c1 (some centres not stated),95,95,98,106,103,84,103,102

# Source: PubChem BioAssay (NCI)
